beta cell repl = inducers of beta-cell replication in MIN6 cells. MIN6 cells proliferation, ATPlite luminescence, 48 h; cells starved in 0.2% serum; 100% = growth in 10% serum. proliferation, % at 10 µM. 330,000 tested, 0.29% active. AID 2380;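 active = compounds whose signal lies at least 3.5 SD above the mean of all wells on their plate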;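 note: 0% = DMSO-treated cells in low-serum medium and 100% = 10% serum control; some compounds called inactive have numbers as strong as hits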
mIAP activ = mouse IAP activation | muIAP, CDP-Star luminescence, 30 min; hits give high values; 1 = vehicle-only enzyme signal, 0 = enzyme-free wells | activation factor at 10 µM | 330,000 tested, 0.24% active | AID 2805;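 active = activation factor of at least 2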; note: the source names both 10 and 20 µM as test concentration; values of inactives mirror those of a sister screen read the other way
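Assay system: mouse IAP enzyme; reagent: chemiluminescent substrate CDP-Star; dosing: test compounds delivered from DMSO solution; schedule: 30 min at room temperature; measured by: luminescence from enzymatic CDP-Star hydrolysis; controls: DMSO-only wells and no-enzyme negative control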
tim10-1 inh = tim10-1 yeast growth inhibition; inhibition, % at 20 µM; S. cerevisiae tim10-1 ts strain growth, BacTiter-Glo, 24 h; AID 463190; 330,000 tested, 2.2% active;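 active = inhibition of at least 40%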;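 note: mutant grown at 25 °C; 0% = DMSO wells with yeast and 100% = wells holding no yeast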
NLRP3 yeast inh = NALP3 inhibition in yeast; Yeast reconstituted NLRP3/ASC/caspase-1, beta-gal luminescence, 24 h; AID 2825; 330,000 tested, 0.39% active; inhibition, % at 10 µM;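 active = inhibition of 50% or more; inactive = inhibition below 50%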;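 note: plate controls were induced DMSO wells for no effect and uninduced yeast grown without galactose for full effect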
APOBEC3A inh = inhibitors of human APOBEC3A DNA deaminase; AID 493011; P31941; recombinant A3A, FAM/TAMRA ssDNA deamination fluorescence; 330,000 tested, 0.41% active; inhibition, % at 20 µM;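 active = at least 40% inhibition at 20 µM here, with at most 30% in a related deaminase screen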;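 note: plate controls were A3A with DMSO for no effect and wells lacking A3A enzyme for full effect; some results filed as inactive read as strong as hits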
Target sequence (P31941 whole entry, looked up): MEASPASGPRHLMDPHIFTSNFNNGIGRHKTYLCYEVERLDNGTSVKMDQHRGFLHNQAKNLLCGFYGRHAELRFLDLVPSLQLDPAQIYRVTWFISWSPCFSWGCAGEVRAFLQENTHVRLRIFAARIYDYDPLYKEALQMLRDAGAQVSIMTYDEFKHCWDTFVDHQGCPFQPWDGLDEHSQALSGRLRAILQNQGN
TIM10 inh = inhibits growth of TIM10 yeast strain; 330,000 tested, 1.4% active; S. cerevisiae TIM10 strain growth, BacTiter-Glo luminescence, 24 h; inhibition, % at 10 µM;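 active = inhibition of 40% or more at the single tested concentration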;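 note: wild-type TIM10 isogenic control strain grown at permissive 25 °C; 0% = DMSO yeast wells and 100% = minimal medium wells without yeast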
A3G deaminase = APOBEC3G (human) deaminase inhibition. Q9HC16. recombinant A3G, ssDNA deamination FAM/TAMRA fluorescence. inhibition, % at 20 µM. 330,000 tested, 0.28% active. AID 493012;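 active = inhibition of at least 40% at 20 µM, with no more than 30% in the related APOBEC3A deaminase screen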;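 note: plate controls were DMSO wells with A3G for no effect and wells lacking A3G enzyme for full effect; some compounds called inactive have numbers as strong as hits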
mIAP inh = blocks mouse intestinal alkaline phosphatase; 330,000 tested, 0.2% active; purified mouse IAP, CDP-Star luminescence, 30 min; inhibition, % at 10 µM;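 active = inhibition of at least 40% at 10 µM in the primary screen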;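 note: plate controls were DMSO with enzyme for no effect and no enzyme wells for full effect; values of inactives mirror those of a sister screen read the other way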
hIAP inh = blocks human intestinal alkaline phosphatase; P09923; purified IAP, CDP-Star luminescence, 30 min; inhibition, % at 10 µM; 330,000 tested, 0.12% active;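 active = inhibition reaching a set limit with compound at 10 µM in the primary screen, cut at about 35% in these data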;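 note: plate controls were DMSO wells with enzyme for no effect and no-enzyme buffer wells for full effect; values of inactives mirror those of a sister screen read the other way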
Target sequence (P09923 whole entry, looked up): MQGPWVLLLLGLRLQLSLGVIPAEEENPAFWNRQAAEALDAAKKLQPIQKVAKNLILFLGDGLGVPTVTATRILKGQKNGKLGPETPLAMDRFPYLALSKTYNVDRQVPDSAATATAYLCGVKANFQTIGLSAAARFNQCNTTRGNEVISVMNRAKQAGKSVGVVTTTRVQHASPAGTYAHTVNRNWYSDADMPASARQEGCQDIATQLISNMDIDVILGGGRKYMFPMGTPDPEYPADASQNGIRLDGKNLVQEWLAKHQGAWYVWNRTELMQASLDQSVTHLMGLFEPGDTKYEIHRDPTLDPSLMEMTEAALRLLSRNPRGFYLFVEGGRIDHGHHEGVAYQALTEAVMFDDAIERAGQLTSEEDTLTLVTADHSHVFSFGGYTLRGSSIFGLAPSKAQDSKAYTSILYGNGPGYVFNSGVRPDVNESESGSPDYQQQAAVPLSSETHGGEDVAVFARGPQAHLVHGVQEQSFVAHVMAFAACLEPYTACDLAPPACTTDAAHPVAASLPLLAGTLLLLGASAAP
* hit, by the source's call; . = no result given; & = joins results of further samples. Compounds as they come; about 4.6% have a hit in one of these screens.

Results follow in this order: beta cell repl	mIAP activ	tim10-1 inh	NLRP3 yeast inh	APOBEC3A inh	TIM10 inh	A3G deaminase	mIAP inh	hIAP inh
CCN1CCN(c2ccc(S(=O)(=O)N3CCOCC3)cc2NC(=O)CCC(C)C)CC1
→ 1	0.98	-4	21	4	17	4	2	-5
Cc1ccc(CN2C(=O)CCC2C(=O)NCCCN2CCCCC2C)cc1 (stereo not given)
→ 0	1	2	14	0	2	-4	-3	-8
CN(C1CCCCC1)S(=O)(=O)c1cccc2nsnc12
→ 0	0.99	15	10	-2	-9	-4	1	-2
CCCCN(C(=O)c1ccc(Cl)cc1)C1CC2CCC(C1)N2C (stereo not given)
→ -4	1	2	21	1	0	-3	-4	17
CCOC(=O)c1ccc(-c2ccc(C=O)o2)cc1
→ -1	1	-11	17	-3	-6	-4	-3	1
O=C(CN1CCN(C(=O)N2CCCCC2)CC1)Nc1ccc(F)cc1
→ 2	1.1	-10	-5	-4	-7	-1	-9	-127
NS(=O)(=O)c1ccc(-n2nncc2C23CC4CC(CC(C4)C2)C3)cc1
→ -2	0.87	10	13	2	3	3	13	-5
Cc1nonc1OCCCNc1ccc([N+](=O)[O-])cc1Cl
→ -3	0.84	1	22	-3	0	-9	16	13
CN(Cc1nccn1C)C(=O)c1cc(COc2cccc(C(F)(F)F)c2)on1
→ 4	0.98	19	9	-4	-12	-4	2	17
C=C(C)c1cccc(C(C)(C)NC(=O)N2CCC(C(N)=O)CC2)c1
→ 1	1.1	-2	10	-1	-34	-3	-7	-8
CSCCC(NC(=O)c1ccccc1)C(=O)OCC(=O)N(C)CCC#N (stereo not given)
→ -5	0.97	7	-13	1	-18	-4	3	4
Cc1ccc(CC(NC(=O)C2CCCCC2)C(=O)O)cc1 (stereo not given)
→ .	1.1	-10	.	5	-13	1	-7	.
CC(=O)c1c[nH]c(C(=O)NC2CCCCCC2)c1
→ 9	0.93	-4	8	-3	9	-6	8	15
O=C(Cc1ccccc1[N+](=O)[O-])NNC(=O)c1ccncc1
→ -3	0.9	-2	0	-3	4	-7	10	-14
CCc1nnc(NC(=O)CC(=O)Nc2ccccc2C(=O)O)s1
→ -1	0.95	9	9	-2	-16	-9	5	7
O=C(NCCC1CCCCN1S(=O)(=O)c1ccc(F)cc1)C(=O)NCc1ccccn1 (stereo not given)
→ 2	1	16	9	-3	2	-4	-1	0
Cc1cc(C(=O)NC(C)c2ccncc2)cs1 (stereo not given)
→ -3	1	14	-5	1	1	1	-1	0
CCCN(CC(=O)Nc1ccccc1C)C(=O)COc1c(Cl)cccc1Cl
→ 1	1.1	9	32	4	0	-6	-6	4
CC(CCc1ccccc1)NC(=O)COC(=O)c1cccnc1Cl (stereo not given)
→ -2	1	2	25	4	-6	-4	-1	-1
O=C(COC(=O)CCC1CCCC1)Nc1ccc(F)cc1
→ 1	1	-2	-3	0	21	-3	-2	-6
CN(C)c1cccc2c(/C=N/O)ccc(N(C)C)c12
→ 4	1.1	3	8	0	10	1	-7	-4
CCCC(CCC)C(=O)O
→ -6	1.1	4	7	3&-1	7	0&-8	0	5
O=C(Nc1ccccc1)c1cc([N+](=O)[O-])ccc1NCc1cccnc1
→ 4	0.83	22	11	-3	26	-8	17	-4
O=C(COC(=O)c1cc[n+]([O-])cc1)Nc1ccc(SC(F)F)cc1
→ -3	0.9	10	3	1	-1	-5	10	-9
COC(=O)CCCC(=O)N1CCC(n2nccc2NC(=O)CCOc2ccccc2)CC1
→ 2	0.94	-4	3	-3	1	-5	6	-14
Cc1cc(C)c(S(=O)(=O)Nc2ccnc(-c3cccnc3)n2)c(C)c1
→ 5	0.95	11	4	-1	0	-4	5	5
Cc1cc(C(=O)NNC(=S)NCc2ccco2)nn1C
→ 2	0.76	-3	11	0	3	-5	24	-46
Cc1ccc(CNc2nc(N)c([N+](=O)[O-])c(Nc3cccc(F)c3)n2)cc1
→ -1	0.96	10	-1	-1	21	-2	4	-8
O=C(CSc1nnc(CNc2ccc(F)cc2)o1)N1CCCc2ccccc21
→ -3	1	23	24	-3	3	-4	-4	-42
O=C(COC(=O)c1cc(S(=O)(=O)N2CCOCC2)ccc1F)Nc1ccc(Cl)cn1
→ 1	0.91	-13	8	20	10	0	9	5
Nc1nc(SCc2nc3scc(-c4ccccc4)c3c(=O)[nH]2)n[nH]1
→ 3	0.85	9	-5	0	12	-8	15	-84
N#C/C(=N\Nc1c(Cl)cccc1Cl)C(=O)NN
→ -3	0.82	27	8	-2	9	-4	18	7
CCOC(=O)c1c(-c2ccccc2)oc2ccc(O)c(CN3CCOCC3)c12
→ -2	1.1	16	17	-3	18	-4	-7	-8
Cc1ccc(NC(=O)c2ccc(NCCCN3CCC(C)CC3)c([N+](=O)[O-])c2)c(C)c1
→ -5	1	-4	19	2	0	-1	0	1
COc1cc(NC(=O)COc2cc(C)cc3oc(=O)c(C)c(C)c23)cc(OC)c1OC
→ -4	1.4	10	-10	-5	-2	-6	-36	13
O=[n+]1c2c(n([O-])c3c1CCC3)CCCC2
→ -3	0.96	0	11	-2	6	-4	4	-15
COc1ccc(C2CC(c3cccc(F)c3)=NN2c2ccc(S(N)(=O)=O)cc2)cc1 (stereo not given)
→ .	1.9	29	.	-3	1	4	-90	.
CCCc1c(C)nc2ccccc2c1SCCC#N
→ 2	0.97	30	9	0	4	-3	3	21
O=C(/C=C/c1ccco1)N(Cc1ccccc1)C1CCS(=O)(=O)C1 (stereo not given)
→ 0	0.96	-2	6	-1	-6	-3	4	16
Cc1cc(=O)n2[nH]c(C)cc2n1
→ -3	0.98	19	6	-2	-6	-9	2	-8
S=C1NC(c2cccs2)=CC(c2ccc(Br)cc2)N1 (stereo not given)
→ -3	0.96	41*	6	-6	13	-11	4	6
O=C(COC(=O)C1CC(=O)N(Cc2ccccc2)C1)c1ccc(Br)cc1 (stereo not given)
→ 0	0.96	9	7	-1	15	-2	4	15
CN(C)C(=O)N1CCC(C(=O)NCc2ccccc2Cl)CC1
→ -1	0.96	-1	9	2	-2	2	4	11
CCn1c(SCC(=O)N/N=C/C=C\c2ccco2)nc2ccccc21
→ -2	0.85	25	3	26	14	20	14	-12
CC1CCCCN1S(=O)(=O)c1ccc(N(C(=O)c2cnccn2)C(C(=O)NC2CCCC2)c2cccs2)cc1 (stereo not given)
→ -2	1.2	6	-8	-1	8	-9	-18	16
CCN1CCN(CC(=O)Nc2ccc(C(C)=O)cc2)CC1
→ -2	1.1	11	13	1	-11	-3	-6	-4
CC(=O)c1ccc(OC(C)C)c(CC(C(N)=O)C(N)=O)c1
→ -2	0.99	15	9	3	6	-2	1	6
O=C(O)c1ccccc1C(=O)c1ccc2c(c1)N(Cc1ccc(Cl)c(Cl)c1)C(=O)CO2
→ -1	0.88	31	10	-2	14	-4	12	10
CC1CC(C)CN(C(=O)CSCC(=O)Nc2nc(-c3cccs3)cs2)C1 (stereo not given)
→ -6	0.92	15	18	-5	0	-9	8	18
O=C1c2ccccc2C(=O)N1CCC1=CCCCC1
→ 0	0.98	7	27	4	-1	3	2	3
CN(C)c1ccc(C(=O)C(=O)c2ccccc2)cc1
→ -4	0.95	23	-13	-1	8	-7	5	13
Cc1csc(SCC(=O)NC(=O)NCc2ccccc2)n1
→ -3	1	29	10	10	5	3	-5	15
O=[N+]([O-])c1ccc(Sc2n[nH]c(-c3ccc(Cl)cc3Cl)n2)nc1
→ -3	0.9	35	29	-2	21	-2	10	7
CN(C)S(=O)(=O)NCc1ccc2c(c1)OCO2
→ -3	1	11	16	-4	-8	-2	-3	4
NC(=S)N/N=C/c1ccc(Br)o1
→ 3	0.86	7	21	-4	11	-7	14	2
O=C(CN1C2=NCCN2c2ccccc21)c1ccc(Br)cc1
→ -3	0.99	-1	28	1	-3	3	1	9
NC(=O)C1CCN(C(=O)CSc2nc3ccccc3o2)CC1
→ 1	1	18	-8	-3	4	-3	0	16
Cc1ccc(N/C=C/C(=O)c2sc(-c3ccccc3)nc2C)cc1
→ -1	0.86	28	-3	-2	14	-5	14	-11
O=C(CSc1nnc(NC(=O)c2c(F)cccc2F)s1)Nc1ccccc1F
→ -6	0.95	-22	22	0	12	0	5	-18
COc1ccc(C2CC(c3cccc(OC)c3OC)n3nnnc3N2)cc1 (stereo not given)
→ 4	0.93	18	14	-2	-3	-5	7	-7

Later entries.
Results follow in this order: beta cell repl	mIAP activ	tim10-1 inh	NLRP3 yeast inh	APOBEC3A inh	TIM10 inh	A3G deaminase	mIAP inh	hIAP inh
COC(=O)C1(S(=O)(=O)c2ccc(C)cc2)CCOCC1
→ 0	0.99	-11	21	-2	0	-1	1	-1
O=C(COc1ccc(Cl)cc1)c1ccc(O)cc1O
→ -5	1.1	13	-14	-8	22	-6	-12	-10
O=C(COC(=O)/C=C/c1ccc(F)cc1)NCc1cccs1
→ 5	1.1	4	-7	-2	4	-7	-6	2
CC(=O)c1cc2c(cc1NC(=O)CCNC(=O)c1ccccc1Cl)OCO2
→ -2	0.98	3	7	-1	6	5	2	17
O=C(C1CCC(CNS(=O)(=O)c2cccs2)CC1)N1CCN(c2ccc(Cl)cc2)CC1 (stereo not given)
→ -6	1	24	8	-3	-3	-7	0	-15
CCO[C@@H]1OC(C(=O)NC2CC2)=C[C@H](c2csc3ccccc23)[C@H]1CCCO
→ 2	0.97	-20	5	-1	2	-10	3	7
COc1ccc(N2CN=C3SCC(=O)N3C2)cc1
→ -2	0.95	13	16	-2	-8	-2	4	11
CCOC(=O)C(CC)Sc1nnc2c3cc(C)ccc3n(C)c2n1 (stereo not given)
→ -1	0.87	5	1	1	16	3	13	-9
O=C(CSc1nnnn1-c1ccccc1)NC(=O)Cc1ccccc1
→ -4	1.1	-10	-12	-1	6	-7	-7	-15
CC1(CCC(=O)N2CCCC(N3CCN(c4cccc(C(F)(F)F)c4)CC3)C2)CC1 (stereo not given)
→ -3	0.84	19	5	-5	22	-6	16	10
CC(=O)N(OCc1ccc(OC(C)C)c(Cl)c1)C(C)=O
→ -4	1	12	2	1	7	0	-1	-9
CC1(C)Cc2ccccc2-c2nnc(-c3ccco3)n21
→ 0	1	-3	6	-3	-10	-5	0	2
Cn1cccc1Cc1nnc(SCC(=O)Nc2ccc3c(c2)OCCO3)n1-c1ccc(F)cc1
→ 2	0.94	10	16	-4	5	-11	6	-7
Cc1cc(NC(=O)CCCSc2nc(-c3ccco3)cc(C(F)(F)F)n2)no1
→ -1	0.88	-4	2	0	-6	-5	12	-16
COc1ccc(C(O)(CCN2CCOCC2)c2ccccc2)cc1 (stereo not given)
→ -2	1	23	11	1	6	-4	-3	-2
CC1CCN(C(=O)CC#N)CC1
→ 4	0.95	-12	9	-5	-3	-6	5	10
CN(CC(=O)NNC(=O)CNC(=O)c1ccccc1F)S(=O)(=O)c1ccc(Cl)cc1
→ -2	0.97	-1	6	-1	3	-9	3	-19
CCOc1ccc(OCCC(=O)OCC(=O)NC(C)c2ccccc2)cc1 (stereo not given)
→ -2	0.97	-5	16	7	3	-6	3	4
O=C(N/N=C/c1ccccc1[N+](=O)[O-])c1ccc2nc[nH]c2c1
→ -2	0.94	-1	-9	-6	-7	-3	6	-22
COc1ccc(NC(=O)c2cc(=O)[nH]c(=O)[nH]2)cc1S(=O)(=O)Nc1ccccc1Cl
→ -2	0.93	3	12	4	-2	-8	7	-4

Source: PubChem BioAssay
